From PubChem
PLAP activator = PLAP enzyme activators, biochemical, luminescence, HTS | Alkaline phosphatase, placental type (Homo sapiens), P05187 | purified PLAP enzyme, luminescent substrate read-out; hits give high values | activation fold at 20 µM | 96,000 compounds, 1.2% hits; in the data active = activation fold above about 2
Target sequence (P05187 whole entry, looked up): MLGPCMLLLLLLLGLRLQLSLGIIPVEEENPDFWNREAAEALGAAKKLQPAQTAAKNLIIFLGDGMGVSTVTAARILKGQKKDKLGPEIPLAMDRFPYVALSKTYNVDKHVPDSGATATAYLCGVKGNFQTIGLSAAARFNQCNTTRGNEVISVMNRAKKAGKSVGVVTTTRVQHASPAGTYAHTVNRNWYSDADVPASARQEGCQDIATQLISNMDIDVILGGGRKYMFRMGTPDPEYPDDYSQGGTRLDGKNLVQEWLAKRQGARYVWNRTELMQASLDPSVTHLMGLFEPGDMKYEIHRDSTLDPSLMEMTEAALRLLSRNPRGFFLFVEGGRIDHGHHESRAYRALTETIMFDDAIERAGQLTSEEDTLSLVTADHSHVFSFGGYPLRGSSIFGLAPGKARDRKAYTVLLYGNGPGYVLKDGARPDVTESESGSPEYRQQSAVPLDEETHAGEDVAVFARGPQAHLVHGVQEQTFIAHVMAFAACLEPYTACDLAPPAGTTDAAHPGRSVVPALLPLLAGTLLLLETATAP
Plk1 PBD FP = Plk1 polo box domain binding inhibitors, primary screen, biochemical, fluorescence polarization; AID 693, 2007; 97,000 compounds, 0.13% hits; inhibition, %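 (tested at about 20 µM)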; Serine/threonine-protein kinase PLK1 (Homo sapiens), P53350; Plk1 PBD phosphopeptide binding; in the data active = inhibition above about 34%, passing the limit was not always enough
CYP2C19 inhib = blockers of cytochrome P450 2C19 activity – biochemical, luminescence, ADME assay, primary screen; inhibition, % at 5 µM; P33261; CYP2C19 Supersomes, luciferin-H EGE luminescence, 30 min; 96,000 compounds, 21% hits;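 active = CYP2C19 inhibition above a set limit at 5 µM in the primary screen, cut at about 50% in these data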;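 note: plate controls were negative control wells for no effect and 2.5 mM tranylcypromine positive control for full effect; values of inactives mirror those of a sister screen read the other way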
Target sequence (P33261 whole entry, looked up): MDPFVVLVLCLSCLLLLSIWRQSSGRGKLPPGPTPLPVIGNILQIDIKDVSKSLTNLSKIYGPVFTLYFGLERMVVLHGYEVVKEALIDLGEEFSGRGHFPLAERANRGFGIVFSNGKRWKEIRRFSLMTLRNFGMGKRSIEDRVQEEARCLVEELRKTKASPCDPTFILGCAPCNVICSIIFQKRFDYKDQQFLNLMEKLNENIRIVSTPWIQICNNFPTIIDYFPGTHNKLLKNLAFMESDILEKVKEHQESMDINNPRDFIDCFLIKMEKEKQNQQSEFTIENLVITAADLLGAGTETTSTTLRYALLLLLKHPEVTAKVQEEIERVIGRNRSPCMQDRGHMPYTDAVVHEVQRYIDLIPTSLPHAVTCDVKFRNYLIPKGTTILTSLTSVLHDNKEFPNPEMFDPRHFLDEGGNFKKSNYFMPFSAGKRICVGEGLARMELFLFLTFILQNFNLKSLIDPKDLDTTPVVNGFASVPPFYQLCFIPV
HIV Rev-RRE inh = HIV-1 Rev-RRE binding inhibitors, primary screen, biochemical, FRET, protein-RNA interaction | Rev peptide-RRE RNA binding | P05866 | inhibition, % at 8 µM | 97,000 compounds, 0.79% hits;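 active = inhibition above the screen-wide mean plus 3 SD, cut at about 35% in these data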;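 note: 0% = median DMSO wells and 100% = median Neomycin B control wells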
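Test system – labelled RRE RNA duplex and labelled Rev peptide · Reagent – labelled Rev peptide · Doses – one concentration, 8 µM nominal · Incubation – 5 + 15 min at 25 °C · Signal – FRET fluorescence readout · Read-out basis – % inhibition of FRET ratio versus controls · Control set – DMSO wells as 0% and neomycin B wells as 100% inhibition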
PLK1 inh = human PLK1 kinase inhibitors, primary screen, biochemical, TR-FRET; 97,000 compounds, 0.53% hits; recombinant PLK1 kinase, TR-FRET peptide phosphorylation; Serine/threonine-protein kinase PLK1 (Homo sapiens), P53350; inhibition, % at 10 µM; AID 619, 2007;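 active = inhibition of 50% or more in the single-concentration screen; inactive = inhibition below 50%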;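 note: 0% = DMSO max control and 100% = H-89 dihydrochloride min control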
CYP2C9 inh = blockers of cytochrome P450 2C9 activity – biochemical, luminescence, ADME assay, primary screen; CYP2C9 Supersomes, luciferin-H conversion; 96,000 compounds, 20% hits; P11712; inhibition, % at 5 µM;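 active = blocking of liver enzyme CYP2C9 beyond about 50% at 5 µM, limit read from the data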; note: values of inactives mirror those of a sister screen read the other way
CYP2C19 activ = human CYP2C19 activators, primary screen, biochemical, luminescence. Cytochrome P450 2C19 (Homo sapiens), P33261. recombinant CYP2C19, luciferin-H EGE luminescence; hits give high values; 0 = fully inhibited enzyme, 1 = untreated enzyme. activation factor at 5 µM. 96,000 tested, under 10 active. AID 1025, 2008;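 active = activation factor of at least 2 at 5 µM in the primary screen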;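 note: 0 = wells with 2.5 mM tranylcypromine and 1 = vehicle-only wells; values of inactives mirror those of a sister screen read the other way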
CYP2C9 activ = human CYP2C9 activators, primary screen, biochemical, luminescence. Cytochrome P450 2C9 (Homo sapiens), P11712. recombinant CYP2C9, luciferin-H conversion; hits give high values; factor 1 = untreated enzyme, 0 = blocked. activation factor at 5 µM. 96,000 compounds, 1.4% hits;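 active = activation factor of 2 or more for CYP2C9 at a 5 µM dose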;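 note: 0 = sulfaphenazole-blocked wells and 1 = vehicle-only wells; values of inactives mirror those of a sister screen read the other way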
EphB4 antag = EphB4-ephrin-B2 interaction antagonists, primary screen, biochemical, TNYL-RAW peptide probe, fluorescence polarization; EphB4 LBD / TNYL-RAW-Alexa532 peptide; inhibition, % at 7 µM; 97,000 compounds, 0.15% hits; AID 720, 2007;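 active = inhibition above the screen-wide mean inhibition plus 3 SD, cut at about 15% in these data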;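 note: 0% = DMSO wells and 100% = excess unlabeled TNYL-RAW peptide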
* = called active by the depositor; . = no result given.

SMILES	PLAP activator	Plk1 PBD FP	CYP2C19 inhib	HIV Rev-RRE inh	PLK1 inh	CYP2C9 inh	CYP2C19 activ	CYP2C9 activ	EphB4 antag
O=C1C2C3C=CC([C@@H]2C(=O)N1C1CCCCC1)[C@H]1C(=O)N(C2CCCCC2)C(=O)C31 (stereo partly specified)	1.2	-27	6	7	-9	0	0.9	1	8
CCOC(=O)C(NC(=O)N1CCCCC1)(c1ccccc1)C(F)(F)F (stereo unspecified)	1.1	-5	1	0	0	5	1	0.9	-1
CC(=O)N1c2c(cc(Br)cc2S(=O)(=O)NCC2COc3ccccc3O2)CC1C (stereo unspecified)	1.1	10	65*	7	-8	-81	0.3	1.8	-6
Cc1cc(-c2cccs2)n[nH]1	1	.	2	.	.	-14	1	1.1	.
Cc1ccnc(NS(=O)(=O)c2ccc(NC(=O)C34CC5CC(CC(C5)C3)C4)cc2)n1	0.9	14	-4	5	-8	12	1	0.9	-4
Cc1cc(NC(=O)c2cn(C3CCCCC3)c(=O)c3c2c2ccccc2n3C)no1	1.7	13	60*	-3	-25	84*	0.4	0.2	-4
c1ccc2c(SCc3cn4cccnc4n3)ncnc2c1	0.9	-10	54*	-1	-5	2	0.5	1	-5
CN(C)C(=O)Cn1c(SCC(=O)NC2CCCCC2)nc2ccccc21	.	11	.	4	-4	.	.	.	6
Cc1ccc2c(COC(=O)c3cnc(C)cn3)cc(=O)oc2c1	0.9	.	0	.	.	0	1	1	.
c1ccc(CNc2ncnc3sc4c(c23)CCC4)nc1	0.9	-21	21	10	-10	23	0.8	0.8	7
COc1ccc(-c2nc3cc(C)ccn3c2NCC2CCCO2)cc1OC (stereo unspecified)	.	21	.	-7	-19	.	.	.	-1
COc1ccc(-n2nnnc2/C=C\Nc2ccccc2C(=O)c2ccccc2)cc1	1	-24	51*	1	-1	-21	0.5	1.2	-11
Cc1cccc(N(CC(=O)Nc2c(C)n(C)n(-c3ccccc3)c2=O)S(C)(=O)=O)c1C	1.1	24	91*	2	-6	12	0.1	0.9	-6
CCC(=O)N1CCc2cc(S(=O)(=O)NCCC(=O)N3CC=C(c4ccccc4)CC3)ccc21	1.4	13	14	2	-8	29	0.9	0.7	-3
O=C(NCc1ccc(N2CCCC2=O)cc1)Nc1ccccc1	0.8	-1	21	5	-14	34	0.8	0.7	3
COc1ccc(-c2nnc3ccc(SC(C(C)=O)C(C)=O)nn23)cc1OC	1.3	0	29	3	1	32	0.7	0.7	-2
CC1CC(C)CN(C(=O)c2ccccc2Nc2ccc(SC(F)F)cc2)C1 (stereo unspecified)	1	-20	81*	8	-11	76*	0.2	0.2	-8
Cc1cc(NC(=O)c2cccc(C(=O)Nc3cc(C)on3)n2)no1	1.2	-3	-16	5	-1	-4	1.2	1	13
Cc1ccc(C2NC(=O)c3c(sc4c3CCN(C)C4)N2)o1 (stereo unspecified)	1.1	0	8	29	-7	21	0.9	0.8	1
O=C(COc1ccccc1CNCc1ccccc1)Nc1ccccc1	2.6*	-1	93*	1	1	45	0.1	0.6	-2
Fc1ccc(-c2cnc(-c3cccs3)o2)cc1	1.1	-16	7	7	-3	6	0.9	0.9	4
CCn1cnc2sc(-c3ccccc3)cc2c1=O	1.1	9	44	10	-8	71*	0.6	0.3	5
CC(C)SCCCOc1ccc(C(C)(C)C)cc1	1	-28	-4	10	3	3	1	1	2
CN(C)C(=O)c1ccccc1Sc1cc(Cl)ccc1Cl	1.1	-22	75*	9	-5	-10	0.2	1.1	3
CCc1nc(SCC(=O)N2CCC(C)CC2)c2c(=O)n(C)c(=O)n(C)c2n1	.	2	.	1	68*	.	.	.	1
Cc1cccc(-n2c(O)c(C=Nc3c(C)n(C)n(-c4ccccc4)c3=O)c3ccccc3c2=O)n1	1.3	-15	16	3	-6	36	0.8	0.6	-7
O=C1CC(SCCc2nc3ccccc3[nH]2)C(=O)N1c1ccc(F)cc1 (stereo unspecified)	1	21	23	-2	-10	35	0.8	0.7	-1
CN(C)C(=O)NCc1ccc(S(N)(=O)=O)cc1	1	23	-14	-2	-7	-7	1.1	1.1	-1
C=C(C)CN(CC)C(=O)CSc1nc2ncc(Cl)cc2[nH]1	1.6	-24	92*	4	2	39	0.1	0.6	0
Cc1nnc(NC(=O)Cn2c(=O)sc3ccccc32)s1	1	13	48	2	-5	68*	0.5	0.3	-2

Record cards (already shown). Screens in order: PLAP activator | Plk1 PBD FP | CYP2C19 inhib | HIV Rev-RRE inh | PLK1 inh | CYP2C9 inh | CYP2C19 activ | CYP2C9 activ | EphB4 antag
`Fc1ccc(-c2cnc(-c3cccs3)o2)cc1` as listed: 1.1 | -16 | 7 | 7 | -3 | 6 | 0.9 | 0.9 | 4
`O=C1C2C3C=CC([C@@H]2C(=O)N1C1CCCCC1)[C@H]1C(=O)N(C2CCCCC2)C(=O)C31` (stereo partly specified) as listed: 1.2 | -27 | 6 | 7 | -9 | 0 | 0.9 | 1 | 8

New compounds follow
SMILES	PLAP activator	Plk1 PBD FP	CYP2C19 inhib	HIV Rev-RRE inh	PLK1 inh	CYP2C9 inh	CYP2C19 activ	CYP2C9 activ	EphB4 antag
O=C(COC(=O)CCS(=O)(=O)c1ccc(Cl)cc1)Nc1ncc(Cl)cc1Cl	0.8	-9	51*	4	-8	16	0.5	0.8	-2
CCCCn1c2nc3ccccc3nc2c2c(=O)n(C(C)CC)cnc21 (stereo unspecified)	1.1	15	37	1	-14	18	0.6	0.8	0
CCCC(=O)NC(=S)Nc1cccc(NC(=O)c2ccc(Cl)cc2Cl)c1	1.1	-1	-19	0	-3	-17	1.2	1.2	7
Cc1cccc(N2C(=O)C3C(c4ccccc4)OC4(C(=O)c5ccccc5C4=O)C3C2=O)c1 (stereo unspecified)	1.2	-17	-11	2	-6	-8	1.1	1.1	10
COc1ccc(-c2cc(C(F)(F)F)c(C#N)c(SCC(=O)Nc3ccccc3C#N)n2)cc1	1	5	0	23	-29	12	1	0.9	-9
CCC(Sc1nccn1C)C(=O)Nc1nnc(C)s1 (stereo unspecified)	0.9	16	-16	4	-12	-12	1.2	1.1	3
Cc1ccc(S(=O)(=O)N2CCCCC2)cc1C(=O)Nc1ccc2cn[nH]c2c1	1.7	19	31	1	-8	64*	0.7	0.4	-1
CCOc1ccc(CCN2C(=O)CCC2(C)C(=O)NC(C)CC)cc1OCC (stereo unspecified)	1.1	24	6	5	-9	4	0.9	1	12
COc1ccc(S(=O)(=O)Nc2ccccn2)c(C)c1C	1.1	-5	17	3	0	-87	0.8	1.9	4
Cc1c(NS(=O)(=O)c2cccs2)c(=O)n(-c2ccccc2)n1C	1.2	6	55*	11	-18	29	0.4	0.7	7
CCn1nnnc1-c1ccc(OC)c(S(=O)(=O)N2CCCCC2)c1	1	-11	-1	1	-13	22	1	0.8	-3
Cc1cc(/C=N/n2cnnc2)c(C)n1-c1ccc(C(=O)O)cc1	1	-9	-2	8	-20	7	1	0.9	-1
Cn1ncc2c(=O)n(CC(=O)NC34CC5CC(CC(C5)C3)C4)cnc21	0.9	-27	-6	6	-7	-21	1.1	1.2	-3
CC(C)CNC(=O)[C@H](Cc1ccccc1)NC(=O)c1ccco1	1.2	-19	26	3	-5	24	0.7	0.8	-3
CCc1ccc2oc(=O)cc(CN3CCN(CCO)CC3)c2c1	1.2	-8	16	7	-6	13	0.8	0.9	3
COC(=O)c1ccccc1NC(=O)CSc1nc(NC(=O)c2ccccc2)c2c(C)c(C)oc2n1	1	-17	69*	2	-7	87*	0.3	0.1	5
CCCCOC(=O)CSCC(=O)Nc1cc(C)on1	0.9	-27	26	4	-9	17	0.7	0.8	0
COc1ccc(N(C)C(=O)Nc2ccc3c(c2)nnn3C)cc1	1	26	42	6	-3	20	0.6	0.8	9
Cc1ccc(S(=O)(=O)c2cc3c(=O)n4ccccc4nc3n(CC3CCCO3)c2=N)cc1 (stereo unspecified)	.	-6	.	11	-14	.	.	.	0
Cc1cc(Cl)ccc1OCCCC(=O)NCC1CCCO1 (stereo unspecified)	1.2	-7	27	6	-6	-131	0.7	2.3*	9
O=C(CSc1ncn[nH]1)Nc1ccc2c(c1)OCCO2	0.9	-6	27	4	-19	24	0.7	0.8	5
CCOC(=O)C1=CSC2=NS(=O)(=O)CCN12	0.9	5	-14	6	1	-5	1.1	1	4
Brc1ccc(-c2nc(-c3ccccn3)no2)o1	1	-17	62*	2	-17	27	0.4	0.7	-7
CCC(=O)Nc1nnc(Cc2ccccc2)s1	1	-12	23	0	-8	15	0.8	0.9	-7
O=S(=O)(NCc1ccccc1)c1ccc2c(c1)OCCO2	0.9	-26	38	9	-18	-3	0.6	1	2
COc1ccc(NC(=O)c2cnc3sccn3c2=O)cc1	0.9	.	-6	.	.	5	1.1	1	.
Cc1nn2c(NCCOCCO)c3c(nc2c1-c1ccccc1)CCCC3	1.2	-10	8	-1	-12	26	0.9	0.7	-4
O=C(COC(=O)c1ccc2ccccc2c1)Nc1ncc(C(F)(F)F)cc1Cl	1.1	19	9	12	1	6	0.9	0.9	2
CSc1ccc(C2C(C#N)=C(N)Oc3c2ccc(=O)c2c(C)oc(C)c32)cc1 (stereo unspecified)	1.3	-46	17	43*	0	59*	0.8	0.4	-10
CCn1c2ccccc2c2cc(NC(=O)c3ccc(Br)o3)ccc21	1.7	-15	77*	76*	5	1	0.2	1	3
COc1ccc(CN(CC2CCCO2)C(=O)CN2C(=O)COc3ccccc32)cc1OC (stereo unspecified)	.	7	.	4	-14	.	.	.	3
CCn1nnc(NC(=O)c2cc(Cl)c(OC)c(Cl)c2)n1	0.8	-11	61*	1	-12	-2	0.4	1	-5
CC(C)N(C(=O)CSc1ncnc2sc(-c3ccccc3)cc12)C(C)C	1.2	-23	38	13	-5	-5	0.6	1.1	4
COc1cc(OC)cc(OCC(O)Cn2cnc3cc(C)c(C)cc32)c1 (stereo unspecified)	1.7	-7	85*	8	-6	57*	0.2	0.4	5
Cc1ccc(S(=O)(=O)N/N=C/c2ccc(OCC(=O)NC(C)C)cc2)cc1	.	-21	.	7	-9	.	.	.	0
COc1ccc(C2(C(=O)NCC3CCCO3)CCOCC2)cc1 (stereo unspecified)	1.1	11	18	11	-10	4	0.8	1	3
O=C(NCc1ccco1)c1ccc(COCC(F)(F)F)cc1	1.1	-20	9	1	-7	16	0.9	0.8	3
CCOC(=O)c1cnc(SCc2ccccc2)nc1N	0.8	3	14	4	-10	-4	0.9	1	-4
CCc1ccc(NC(=O)CSc2nnc(-c3cnccn3)n2Cc2ccco2)cc1	1.3	13	21	14	-15	42	0.8	0.6	4
O=C(Nc1ccc2c(c1)OCO2)c1cc(C2CC2)on1	1.1	.	-2	.	.	24	1	0.8	.
CCCOc1ccc(S(=O)(=O)NCCCN2CCOCC2)c2ccccc12	1.7	-16	99*	9	-16	-7	0	1.1	-3
COc1cc(NC(=O)Cc2ccc(Cl)cc2)ccc1NC(=O)c1ccco1	1	0	23	9	-9	41	0.8	0.6	2
O=C1c2ccccc2C(Nc2ccc(F)cc2F)N1CCN1CCOCC1 (stereo unspecified)	1.1	-14	14	2	-7	-17	0.9	1.2	3
O=S(=O)(NCC1CCCO1)c1ccc(S(=O)(=O)N2CCc3ccccc3C2)cc1 (stereo unspecified)	0.9	-6	16	-5	-7	19	0.8	0.8	6
